UDG counterscr: Primary qHTS assay for inhibitors of Activation Induced Cytidine Deaminase (AID): UDG Counterscreen signal; Potency, µM (top dose mostly 115 µM), without a hit: at the highest dose activity change, negative = inhibition, actives largely listed as inhibitors; hit rate 0.14% among 91,000; FRET deamination/UDG coupled assay, UDG read, 4 h; Uracil-DNA glycosylase; further: nearly all actives have a fitted effect of over 65% in size
AID inh: Primary qHTS assay for inhibitors of Activation Induced Cytidine Deaminase (AID): AID signal; Single-stranded DNA cytosine deaminase (Homo sapiens), Q9GZX7; AID deamination FRET fluorescence, UDG-coupled, 4 h; Potency, µM (highest dose often 115 µM), inactives show at the highest dose activity change, negative = inhibition, actives largely listed as inhibitors; hit rate 0.32% among 91,000; AID 1347428, 2020; further: nearly all actives have a fitted effect of over 25% in size
Target sequence (Q9GZX7 whole entry, looked up): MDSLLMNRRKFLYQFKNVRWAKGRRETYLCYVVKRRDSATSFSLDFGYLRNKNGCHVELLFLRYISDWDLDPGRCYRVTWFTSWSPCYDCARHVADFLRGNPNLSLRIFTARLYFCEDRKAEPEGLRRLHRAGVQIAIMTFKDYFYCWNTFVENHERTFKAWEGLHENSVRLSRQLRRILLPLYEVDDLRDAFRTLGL
Active calls of the source: *; ? = inconclusive; [ ] = dose if it differs, or a comment. The call rests on the fitted dose curve; in most records, active means well fitted curve in the direction sought with a large enough effect; inconclusive means small, poorly fitted or top-dose-only effect, or another doubt; inactive means no such curve, though single readings can be large; an effect the other way counts as inactive or inconclusive. On the % scale 0 is the no-effect control and ±100 the full control effect; potency means the concentration at half of the fitted maximal effect. This is a subset (hit frequency here may not be typical).

Molecule	UDG counterscr	AID inh
COc1cc(C)c(COc2ccc(C#N)cc2)cc1OC	7%	-8%
COc1cc(NC(=O)c2ccc(-c3nc(COc4ccccc4)c(C)o3)cc2)cc(OC)c1	0%	-18%
O=S(=O)(c1ccc2nc(NCc3ccccc3Cl)ccc2c1)N1CCCCC1	-15%	?
COc1ccc(CNC(=O)C(=O)NCC(c2cccs2)S(=O)(=O)c2ccc(C)cc2)cc1 (configuration not stated)	33%[activator]	8%
O=C(CN1C(=O)C2(SCC(=O)N2c2ccc(Cl)cc2)c2ccccc21)NCCc1ccccc1 (configuration not stated)	0%	?
O=C(COc1ncnc2sc3c(c12)CCC3)N1CCc2ccccc2C1	8%	-1%
CCN(CC)C(=O)Cn1cc(SCC(=O)Nc2cc(OC)ccc2OC)c2ccccc21	-10%	1%
CCn1nc(C(=O)NCC2COc3ccccc3O2)c2ccccc2c1=O (configuration not stated)	2%	-11%
COC(=O)Cc1c(C)c2ccc3c(c2oc1=O)CN(Cc1ccc(Cl)cc1)CO3	13%	61%[activator]
Cc1ccc(C)c(N2N=C(C(=O)Nc3ccc(S(=O)(=O)N4CCCCC4)cc3)CCC2=O)c1	-1%	-5%
CCCNC(=O)NC(=O)COC(=O)c1sccc1C	-2%	3%
O=C(NCc1ccccc1)NC(c1ccccc1)c1cccs1 (configuration not stated)	0%	0%
CCc1cc(=O)oc2c(C)c(OC(C)C(=O)NC3CC(C)(C)NC(C)(C)C3)ccc12 (configuration not stated)	4%	0%
CC1=C(C(=O)Nc2ccccc2)C(C(C)C)n2nc(SCc3ccccc3C)nc2N1 (configuration not stated)	-2%	4%
CCCN(CC(F)(F)F)C(=O)c1ccc(NC(=O)NC(C)C)cc1	-18%	-14%
CC(C)C(=O)Nc1nc2ccc(CCC(=O)N3CCN(c4ccc(Cl)cc4)CC3)cc2s1	5%	-7%
CCc1cccc(NC(=O)C(Cc2ccccc2)NS(=O)(=O)c2ccc3c(c2)oc(=O)n3C)c1 (configuration not stated)	29%	20%
COc1ccc(C2NC3=NCN(Cc4cccnc4)CN3c3nc4ccccc4n32)cc1OC (configuration not stated)	1%	-5%
COc1cccc(CNC(C)c2ccccc2)c1 (configuration not stated)	7%	4%
OC1CCN(c2cc(C(F)(F)F)nc3ccccc23)CC1	-11%	-14%
Cc1ccc2cc(-c3ccccc3)[nH]c2c1	-8%	3%
COc1ccc2oc(-c3ccc(C)c(NC(=O)c4sc5ccccc5c4Cl)c3)nc2c1	4%	12%
CC1CCCC(C(=O)O)N1 (configuration not stated)	5%	11%
COc1ccc(NC(=O)c2sc3nc4c(c(-c5ccc(OC)cc5)c3c2N)C(=O)CC(C)(C)C4)cc1	16%	28%
COc1ccc(OCCCCn2c(-c3ccc(Cl)cc3)nc3ccccc3c2=O)cc1	-3%	-5%
COc1ccc(-n2c(-c3ccccc3F)nc3c(cnn3-c3ccc(C)cc3)c2=O)cc1	-15%	?
Cc1nc2c(cnn2C(C)C)cc1C(=O)N(C)Cc1ccc(F)cc1	6%	-5%
Cc1ccc(C)c(N2CCN(C(=O)c3cn(CC(C)C)c(=O)c4c3c3ccccc3n4C)CC2)c1	?	28µM*
O=C(Cc1ccc(NC(=O)N2CCCCc3ccccc32)cc1)Nc1ccccc1Br	?	17%
C/C(=N/NC(=S)Nc1ccc(SC(F)F)cc1)c1cccc(C(F)(F)F)c1	-4%	9%
CCN(C(=O)CSc1nc2ccccc2c2nc(CCn3c(C)nc4ccccc43)nn12)c1cccc(C)c1	-17%	3%
CCOc1ccc(C2N3CC4(C(C)C)CN2CC(C(C)C)(C3)C4=O)cc1OC (configuration not stated)	-8%	?
COc1ccc(-c2nc(C)c(C(=O)N3CCN(C(C#N)c4ccc(F)cc4)CC3)s2)cc1 (configuration not stated)	-4%	-17%
CCCCN(CC)CCNC(=O)c1cc2c(-c3ccc(Cl)cc3)nn(C)c2s1	-29%	89µM*
N#Cc1cccc(C(=O)NCCSC(F)(F)F)c1	-12%	-9%
Cc1ccc(/C=C/C(=O)c2ccccc2)o1	-6%	21%
O=C(CCc1nc2ccccc2s1)NC1CC1	-6%	-8%
CCCC(C)NC(=O)c1cccc(C#N)c1 (configuration not stated)	-6%	-6%
O=C(CCSc1nc(-c2ccco2)cc(C(F)(F)F)n1)Nc1cccc(O)c1	-12%[57.5 µM]	-6%[57.5 µM]
Cc1ccc(SCCC(=O)OC(C)C(=O)Nc2ccc(C(N)=O)cc2)cc1 (configuration not stated)	-5%	4%
CCOc1ccc2nc(Nc3ncc4c(n3)CCCC4=O)nc(C)c2c1	8%	6%
CCN(CC)c1ccc(CN(C(=O)c2cc(=O)c3ccccc3o2)C2CCS(=O)(=O)C2)cc1 (configuration not stated)	2%	120%[activator]
COC(=O)C1C2CCC(C2)C1C(=O)OCC(=O)c1ccc(-c2ccccc2)cc1 (configuration not stated)	-3%	38%[activator]
CCOC(=O)C1CCCN(c2nc3c(S(=O)(=O)c4ccc(CC)cc4)nnn3c3ccsc23)C1 (configuration not stated)	18%	?
Cc1ccc2sc(N3CCN(C(=O)CCS(=O)(=O)c4ccc(F)cc4)CC3)nc2c1C	19%	11%

Next results.
Molecule	UDG counterscr	AID inh
CC(=O)Nc1ccc(NC(=O)C(C)OC(=O)c2cccc3c(=O)c(C)c(-c4ccccc4)oc23)cc1 (configuration not stated)	1%	-8%
COc1ccc(C2OCC3(COC(C)=O)C(C)C=C(C)C2C3C)cc1 (configuration not stated)	9%	20%
CCOC(=O)c1ccc(NC(=O)Nc2cccc(OCc3cc(=O)n4ccc(C)cc4n3)c2)cc1	-9%	0%
COc1ccc(CNC(=O)Cn2c(=O)ccc3cc(S(=O)(=O)N4CCCC4)ccc32)cc1	-9%	5%
O=c1cc(CN2CCN(S(=O)(=O)c3ccc(Cl)cc3)CC2)nc2sc(-c3ccccc3F)nn12	33%[activator]	78%[activator]
Cn1ccnc1C(NC(=O)Cc1n[nH]c(=O)c2ccccc12)c1ccccc1 (configuration not stated)	1%	0%
Fc1c(F)c(C(F)(F)F)c(F)c(F)c1Sc1cccc2cccnc12	4%	-12%
N#Cc1cccnc1NCCNC(=O)Nc1ccccn1	-3%	-4%

Ordered by number of heavy atoms (descending): part of the list above
Molecule	UDG counterscr	AID inh
CCOC(=O)c1ccc(NC(=O)Nc2cccc(OCc3cc(=O)n4ccc(C)cc4n3)c2)cc1	-9%	0%
CCOC(=O)C1CCCN(c2nc3c(S(=O)(=O)c4ccc(CC)cc4)nnn3c3ccsc23)C1 (configuration not stated)	18%	?
COc1ccc(CNC(=O)Cn2c(=O)ccc3cc(S(=O)(=O)N4CCCC4)ccc32)cc1	-9%	5%
Cc1ccc2sc(N3CCN(C(=O)CCS(=O)(=O)c4ccc(F)cc4)CC3)nc2c1C	19%	11%
Cn1ccnc1C(NC(=O)Cc1n[nH]c(=O)c2ccccc12)c1ccccc1 (configuration not stated)	1%	0%
Fc1c(F)c(C(F)(F)F)c(F)c(F)c1Sc1cccc2cccnc12	4%	-12%
N#Cc1cccnc1NCCNC(=O)Nc1ccccn1	-3%	-4%

Look-ups from the entries so far:
`CC(=O)Nc1ccc(NC(=O)C(C)OC(=O)c2cccc3c(=O)c(C)c(-c4ccccc4)oc23)cc1` (configuration not stated) in AID inh has -8%
`COc1ccc(CNC(=O)Cn2c(=O)ccc3cc(S(=O)(=O)N4CCCC4)ccc32)cc1` in UDG counterscr has -9%

(further entries)
Molecule	UDG counterscr	AID inh
Cc1ccc(NC(=O)c2c(C)oc3c2C2=NCCN2C=N3)cc1F	7%	38%[activator]
CC(C1CC1)N(C)C(=O)/C=C/c1cccc(C#N)c1 (configuration not stated)	5%	-1%
COc1cc(Cl)c(C)cc1NC(c1ccccc1)c1nnc(-c2ccccc2Cl)o1 (configuration not stated)	-6%	-7%
Cc1c(C(=O)Nc2cccc(C(F)(F)F)c2)sc2nc3n(c(=O)c12)CCC3	-1%	?
COc1ccc2c(c1)c1c(c(=O)n(-c3ccc(OC)c(OC)c3)c(=O)n1Cc1ccc(F)cc1)n2C	-3%	-10%
C=CCNC(=O)NC(=O)CN(C)Cc1ccc(OC)c(OC(F)F)c1	16%	4%
COc1ccc(CNC(=O)Cc2c(C)c3c(OC(C)=O)cc(OC(C)=O)cc3oc2=O)cc1OC	4%	-8%
C#CC[N+](C)(C)C(C#Cc1ccccc1)CC=C (configuration not stated)	-12%	-5%
COc1cccc(/C=C/C(=O)c2ccc(OC(F)F)cc2OC(F)F)c1OC	-4%	-4%
CCc1cccc(C)c1NC(=O)Cn1c(=O)n(-c2cccc(C)c2)c(=O)c2c1c1cc(C)ccc1n2C	9%	15%
Cc1ccc(C(=O)n2nc(C)c(S(=O)(=O)N3CCOCC3)c2C)cc1C	-5%	-15%
CCOC(=O)c1cc(-c2ccc(F)cc2)n(CC(=O)NC2CCCCC2)c1C	-3%	8%
CC(=O)N1CCN(C(=O)CSc2cc(C)c3cc(C)cc(C)c3n2)CC1	-8%	-12%
Cc1ccc2c(c1)N(C(=O)CCC(=O)NCc1ccccc1F)CC(C)O2 (configuration not stated)	1%	0%
Cc1ccc(N2CCN(c3nc4ccc(C)cc4n4nnnc34)CC2)c(C)c1	5%[57.5 µM]	16%
COc1ccccc1CC(=O)Oc1ccc2c(c1)OCO2	-1%	3%
O=C(Nc1cc(-c2nc3cc(Cl)ccc3o2)ccc1Cl)c1cc2ccccc2o1	0%	41%[activator]
Cc1nc(NC(=O)c2ccccc2)sc1-c1csc(Nc2ccc(C(F)(F)F)cc2)n1	19%	-1%
CC(=O)NN=C(C)C	-5%	-2%
COc1ccccc1C(=O)Oc1c(Cl)cc(C#N)cc1OC	-6%	-11%
COc1ccc(CCNC(=O)C2CCN(c3nc4ccccc4nc3C(F)(F)F)CC2)cc1OC	7%	-21%
Cc1ccc(Cn2c(SCC(O)CO)nc3c2c(=O)[nH]c(=O)n3C)cc1 (configuration not stated)	10%	5%
Cc1ccc(OCC(=O)Nc2ccc3c(c2)nc(CCn2ccccc2=O)n3C)cc1	-3%	13%
CCC(Cn1nnc2ccccc2c1=O)NC(=O)Nc1cccc(C)c1C (configuration not stated)	2%[57.5 µM]	5%
Cc1ccc(Cn2c(=O)n(-c3ccccc3)c(=O)c3ccc(C(=O)NCc4ccco4)cc32)cc1	4%	4%
Cc1cc(C)c(Nc2nn3c(=O)c4cc5c(cc4nc3s2)OCO5)c(C)c1	-14%	160%[activator]
CC(C(=O)N(C)CC(=O)Nc1ccccc1C(F)(F)F)N1CCN(Cc2ccc(Cl)cc2)CC1 (configuration not stated)	4%	5%
O=C(CN1CCC(C(=O)c2ccccc2)CC1)NC1CCC(C(F)(F)F)CC1 (configuration not stated)	2%	-13%
CCCCOc1cccc(C(=O)N(Cc2ccc(Br)o2)C2CCS(=O)(=O)C2)c1 (configuration not stated)	-5%[57.5 µM]	?
O=C(CN1N=C(c2ccc(Cl)cc2)CCC1=O)NCc1ccc(F)cc1	-9%	-1%
Cn1c(SCC(=O)N2CCCc3ccccc32)ncc(C(=O)Nc2ccc(Cl)cc2)c1=O	2%	17%
CCOc1ccc(NC(=O)c2oc3ccccc3c2NC(=O)Cc2cccc(C)c2)cc1	-1%	11%
Cc1nn(-c2ccc(N3CCCC3)nn2)c(C)c1CCC(=O)N1CCN(c2ccc(F)cc2)CC1	-2%[57.5 µM]	15%
N#Cc1nc(COc2ccc(F)cc2)oc1NCCN1CCOCC1	5%	5%
Cc1ccccc1NC(=O)c1ccc2ccccc2n1	-1%	3%
CC12CCC(C(=O)O/N=C3\CC4CCC3(C)C4(C)C)(CC1=O)C2(C)C (configuration not stated)	-2%	0%
COc1ccc(-c2nnc(SCC(=O)NCCC(C)C)nc2-c2ccc(OC)c(OC)c2)cc1OC	-11%	7%
CCCn1nc(C(=O)N2CCN(Cc3ccccc3F)CC2)c2ccccc2c1=O	6%	2%
CCCCSc1nnc(COc2ccc(Cl)cc2)n1C	-6%	-5%
O=Cc1ccc(OCc2ccc(I)cc2)c(Cl)c1	6%	4%

AID inh, entries above that show a hit.
structure	AID inh
Cc1ccc(C)c(N2CCN(C(=O)c3cn(CC(C)C)c(=O)c4c3c3ccccc3n4C)CC2)c1	28µM*
CCCCN(CC)CCNC(=O)c1cc2c(-c3ccc(Cl)cc3)nn(C)c2s1	89µM*

(listing goes on)
Molecule	UDG counterscr	AID inh
CCOC(=O)c1cc(N)cc(C(=O)OCC)c1	4%	-1%
CCCCCC(=O)N(c1ccc(OCC)cc1)S(=O)(=O)c1ccc2c(c1)n(C)c(=O)n2C	2%	-10%
Cc1cccc(OCC(=O)Nc2cccc3cccnc23)c1C	12%	-10%
Cc1cc(OC(C)C(=O)NN)ccc1Cl (configuration not stated)	4%	-4%
Cc1ccc(C(=O)c2oc3ccccc3c2NC(=O)C(C)Oc2ccccc2Cl)cc1 (configuration not stated)	3%[57.5 µM]	10%
CCCOC(=O)c1c(NC(=O)C2c3ccccc3Oc3ccccc32)sc2c1CCCC2	19%	-12%
Cc1ccc(Cn2c(=O)n(CCc3ccccc3)c(=O)c3c(C)c(C)sc32)cc1	-20%	-2%
Cc1ccc(C)c(OCCCOc2ccccc2/C=N/NC(=O)c2cccc(Cl)c2)c1	1%	-7%
CCN(CC1CCOC1)C(=O)c1nn(C(C)C)c(=O)c2ccccc12 (configuration not stated)	1%	2%
